# DAT uptake mod – changed human dopamine transporter uptake under cocaine IC80 | LLC-PK1 hDAT cells, [14C]-dopamine uptake with cocaine IC80; actives deviate in either direction | B-score at 10 µM | 110,000 compounds, 1.3% hits | AID 449768;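 active means Z score or B-score, a plate-position-corrected score, falls beyond the plate's 99.7% confidence bounds, in either direction; inactive means both scores lie inside the 99.7% bounds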;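 further: scored against the spread of the other compound wells on the same plate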
# Candida biofilm – kills Candida albicans biofilms; 85,000 compounds, 0.14% hits; inhibition, % at 6 µM; C. albicans biofilm + clotrimazole, Alamar Blue; AID 834;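 active means inhibition above 20%; inactive means inhibition below 20%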;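 further: preformed 24 hr biofilms exposed to compound for 48 hr; 0% = biofilm without compound and 100% = blank killed by clotrimazole plus chlorhexidine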
# PTPN22 inh 2 – LYP (human) phosphatase inhibition. 96,000 compounds, 0.21% hits. inhibition, % at 2 µM. recombinant LYP catalytic domain, DiFMUP fluorescence. AID 640;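 active means inhibition at 2 µM at or above a set limit, the screen mean plus 3 SD, cut at about 24% in these data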;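 further: 0% = DMSO with enzyme and 100% = enzyme fully blocked by orthovanadate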
# Target sequence (Q9Y2R2 whole entry, looked up, the tested form may be a part): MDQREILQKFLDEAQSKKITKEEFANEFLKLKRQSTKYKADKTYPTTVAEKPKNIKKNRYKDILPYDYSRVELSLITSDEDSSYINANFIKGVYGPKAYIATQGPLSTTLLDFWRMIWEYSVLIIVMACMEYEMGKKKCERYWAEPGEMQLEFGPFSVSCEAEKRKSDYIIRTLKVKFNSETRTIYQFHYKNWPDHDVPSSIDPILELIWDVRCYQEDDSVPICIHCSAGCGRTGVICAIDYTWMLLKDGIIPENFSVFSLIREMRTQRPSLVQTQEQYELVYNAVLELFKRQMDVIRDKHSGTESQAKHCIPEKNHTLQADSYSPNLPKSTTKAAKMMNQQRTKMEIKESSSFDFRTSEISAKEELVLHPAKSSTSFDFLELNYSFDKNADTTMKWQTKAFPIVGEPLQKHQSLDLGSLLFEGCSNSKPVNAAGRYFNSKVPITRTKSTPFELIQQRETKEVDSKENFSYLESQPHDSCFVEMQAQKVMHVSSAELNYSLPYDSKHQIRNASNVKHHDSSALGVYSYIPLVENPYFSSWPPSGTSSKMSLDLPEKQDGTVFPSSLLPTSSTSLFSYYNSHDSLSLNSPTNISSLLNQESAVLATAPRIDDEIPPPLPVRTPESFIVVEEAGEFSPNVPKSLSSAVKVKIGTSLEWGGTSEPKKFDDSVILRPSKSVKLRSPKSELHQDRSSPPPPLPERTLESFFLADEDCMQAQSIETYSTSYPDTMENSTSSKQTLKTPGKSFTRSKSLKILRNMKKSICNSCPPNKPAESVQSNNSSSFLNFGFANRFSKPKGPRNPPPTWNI
# Smad3 FoxH1 inh – inhibitors of human Smad3 transcription factor binding; P84022; TR-FRET Smad3/Dy647-FoxH1 peptide binding, europium anti-His; inhibition, % at 25 µM; 88,000 compounds, 0.29% hits; AID 630;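 active means compounds that reduce the energy-transfer binding signal between the protein and its labelled peptide by more than half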;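 further: 0% = Smad3 plus labelled peptide maximal FRET and 100% = peptide-only background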
# TNFa cytotox – HUVEC cytotoxicity counter-screen, TNF alpha stimulated; HUVEC TNFalpha-stimulated, Hoechst cell count, imaging; 93,000 compounds, 0.17% hits; cell count reduction, % at 2 µM;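 active means cell count reduction exceeding the screen mean by over 5 SD, scaled to untreated wells per plate, cut at about 78% in these data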;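 further: cells counted after 24 h of TNF alpha exposure following the 1 h pretreatment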
# VCAM1 TNFa inh – reduces TNF alpha induced VCAM1 expression in HUVEC | HUVEC TNFa-induced VCAM-1 immunofluorescence, high-content imaging | inhibition, % at 2 µM | 95,000 compounds, 0.48% hits;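 active means inhibition above the batch mean plus 3 SD, with images confirmed as a hit by eye, cut at about 37% in these data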;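 further: 0% = TNF-stimulated DMSO wells and 100% = unstimulated control wells; not every result past the cut was called active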
# cytoskel mod – alters cytoskeleton assembly in HUVEC cells | 91,000 compounds, 0.18% hits | HUVEC TNFa F-actin phalloidin imaging, high content | inhibition, % at 2 µM;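 active means inhibition above the batch mean plus 3 SD and confirmed as a hit by visual image inspection, cut at about 30% in these data, passing the limit was not always enough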; further: strong numbers were not always called active
# MT1-MMP txn act – activates MT1-MMP transcription; HT1080 MT1-MMP promoter luciferase reporter, luminescence, overnight; hits give high values; activation factor at 10 µM; AID 750; 86,000 compounds, 0.16% hits;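 active means activation factor of at least 2 for MT1-MMP transcription at 10 µM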
# HUVEC tox IL1B – toxic to HUVEC cells under IL-1B stimulation; HUVEC cell count loss, Hoechst imaging, IL-1B stimulated; cell count reduction, % at 2 µM; 94,000 compounds, 0.41% hits; AID 845;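 active means cell count reduction more than 3 SD above the screen-wide mean, cut at about 70% in these data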;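 further: normalized per plate to untreated control cells as the no-loss baseline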
# An asterisk follows results filed as active; / = no result given; [ ] = another dose, or the depositor's remark.
SMILES,DAT uptake mod,Candida biofilm,PTPN22 inh 2,Smad3 FoxH1 inh,TNFa cytotox,VCAM1 TNFa inh,cytoskel mod,MT1-MMP txn act,HUVEC tox IL1B
O=C1c2ccccc2C(=O)N1CCSC(=S)N1CCOCC1,-0.1,/,-1,/,13,11,-6,/,-27
COc1cccc(C(=O)N(c2ccc(OC)cc2OC)C2C=CS(=O)(=O)C2)c1 (stereo unspecified),-1.2,0,3,-6,-52,-58,7,1.2,-32
COC(=O)c1cc(Br)c(=O)n(CCc2ccccc2)c1,-1.5,1,-3,4,-8,-15,-5,1.2,-16
Cn1c(-c2ccc(C=O)s2)nc2c3ccccc3c3ccccc3c21,1,-2,18,-74[fluorescence artefact?],20,5,/,1.2,28
CC1CCCN(C(=O)COC(=O)c2ccc[nH]c2=O)C1 (stereo unspecified),-1,5,-2,-4,-25,-5,18,1.1,-87
COc1cccc(C(=O)NNC2=CC(=O)CC(C)(C)C2)c1,-0.5,/,-4,/,4,-4,-6,/,7
Cc1cc(CC(C)C)n(-c2nc3ccccc3c(=O)n2OCC(N)=O)n1,-1.7,1,-7,-9,-14,-3,-15,1.4,6
COc1ccccc1Cn1c(CCCO)nc2ccccc21,-0.37,4,3,2,6,1,-6,1.1,2
CC(=Nc1ccc2c(c1)nc(CO)n2C)C1=C(O)CC(C)(C)CC1=O,-0.48,6,-10,5,2,-22,-5,1.1,-4
COc1ccc(-c2c(C)nn3c(N4CCC(C(=O)NCCN(C)C)CC4)cc(C)nc23)cc1OC,0.018,8,/,13,/,/,/,1.1,/
COC(=O)c1cc(NC(=O)CN2C(=O)CSC2=O)ccc1Cl,-1.4,1,4,2,-24,-2,15,1.1,7
CCOc1ccc(-c2nc(N)ncc2Oc2cccc(OC)c2)c(O)c1,0.39,5,-14,4,-21,6,16,1.1,-31
Cc1cc2n(n1)C(c1c[nH]c3ccccc13)Nc1ccccc1-2 (stereo unspecified),2.6,8,-1,12,-32,-10,-18,1.4,-24
O=C(NC1CCCCC1)C(c1cccs1)N(C(=O)C(F)(F)F)c1ccccc1 (stereo unspecified),0.082,/,-1,/,-9,-5,8,/,0
CC(CN1CCOCC1)C(=O)c1ccccc1 (stereo unspecified),-0.33,2,-10,15,-9,-15,4,1,/
COc1cc(S(=O)(=O)NCC2OCCc3ccccc32)ccc1-n1cnnn1 (stereo unspecified),0.32,-5,9,-5,-44,-5,/,0.9,9
CN(CC(=O)N1CCCCCC1)S(=O)(=O)c1cccc2cccnc12,-0.14,-1,-4,5,-14,16,2,1.2,0
Cc1ccccc1Cc1c(C)nc2c(C(=O)N3CCN(Cc4ccc5c(c4)OCO5)CC3)cnn2c1C,0.62,5,9,-2,-37,-20,-2,1,-1
CC(C)NC(=O)CN(Cc1ccccc1)S(=O)(=O)c1ccccc1,0.99,6,/,7,/,/,/,1.2,/
COc1ccccc1C1C(C(N)=O)=C(C)Nc2nc(-c3ccc(Cl)cc3)nn21 (stereo unspecified),-0.19,/,-14,/,-25,-10,12,1,-9
Cc1ccccc1-c1nc(CS(=O)(=O)CC(=O)NCCCN2CCCC2=O)c(C)o1,-0.24,11,/,-3,/,/,/,1.1,/
Cc1c(C(=O)Nc2ccncc2)oc2c1C(=O)CC(C)(C)C2,-0.91,-3,-8,-4,12,20,-7,1.2,-48
CC1=C(C(N)=O)C(c2ccccc2)n2nc(-c3cccs3)nc2N1 (stereo unspecified),-1.3,-2,-6,2,52,8,3,1.1,11
CCOC(=O)Nc1ccccc1N1C(=O)c2ccccc2C1=O,-0.62,9,/,1,/,/,/,1.1,/
O=C(CCC(=O)N(c1ccccc1)C(C(=O)NC1CCCC1)c1ccncc1)Nc1cccnc1 (stereo unspecified),0.022,6,-1,8,-4,10,-1,1.1,8
O=C(c1ccccc1NS(=O)(=O)c1ccc(Br)s1)N1CCOCC1,-0.0076,7,-6,14[fluorescence artefact?],-4,10,-6,1,-41
CN1C(=O)NC(NC(=O)c2cccs2)(C(F)(F)F)C1=O (stereo unspecified),-0.48,7,-12,-4,-5,-3,26,0.9,-14
Cc1cccc(N2CCc3c2nc2ccc(Br)cc2c3N)c1,0.039,7,-7,-1,-27,-41,3,1.4,-35
CC(=O)Nc1cccc(-c2nnc(SCc3ccccc3C#N)n2C)c1,-0.46,7,5,6[fluorescence artefact?],-31,13,8,1.3,2
COc1cccc2c(=O)c3c(cnn3C)n(C)c12,/,2,-1,-4,-24,4,9,1.1,-11
c1cnn(-c2cc(N3CCOCC3)ncn2)c1,-2,/,-1,/,-25,11,-18,1,7
CCOc1ccc(C(CCc2ccccc2)NC(=O)c2ccccc2F)cc1OCC (stereo unspecified),-0.43,/,0,/,1,0,5,/,8
O=C(O)c1cccc(Cn2c(Cl)c(/C=N/NC(=O)c3ccccc3Cl)sc2=O)c1,/,/,3,/,0,-2,3,/,-15
O=C(CSc1nnc(COc2cccc3ccccc23)o1)N1CCN(C(=O)c2ccco2)CC1,0.75,/,0,/,-3,-6,1,1,-2
CC(C)(C)n1ncc2c(=O)n(CC(=O)N3CCCc4ccccc43)cnc21,0.65,5,-1,2,-21,-2,-8,1.1,-13
COc1ccc(CCN2CC3=C(C2=O)C(c2ccccc2)NC(=O)N3C)cc1OC (stereo unspecified),-0.029,8,/,0,/,/,/,1.1,/
CC1(c2ccc3noc(-c4ccccc4)c3c2)OCCO1,-0.52,4,/,0,/,/,/,1.2,/
O/N=C/c1ccccc1OCc1ccc(Cl)cc1,0.19,/,7,/,-1,-37,1,/,-22
CC(C)(C)c1cccc(OCCCSc2ncccn2)c1,0.95,11,7,13,-5,12,-19,1.2,2
Cc1cccc(-n2c(N)cc(=O)nc2SCC(=O)NC2CCCCC2)c1,-0.17,3,-5,3,/,-4,2,1.1,-16
CCOC(=O)c1cnc2ccc(C)cc2c1Sc1ccccc1,0.52,/,-4,/,-3,2,-12,/,-8
C=C(C)c1cccc(C(C)(C)NC(=O)N2CCCC(C(N)=O)C2)c1 (stereo unspecified),0.0064,9,0,29[fluorescence artefact?],8,-1,-11,1,-15
O=C(O)CNc1nc(-c2ccccc2)nc2ccccc12,1.3,6,4,-7,-10,12,17,1.1,-10
O=C(NCc1ccco1)c1cc2nc(C3CC3)cc(C(F)(F)F)n2n1,0.15,8,11,-11,-23,6,30,0.9,-17
O=C(NC(=S)Nc1ccc(N2CCCCC2)c(Cl)c1)c1ccc2c(c1)OCCO2,/,/,10,/,-11,23,-1,/,/
O=C(O)c1cc(Cl)c(Cl)cc1C(=O)N1CCOCC1,0.069,5,/,3,/,/,/,1.1,/
O=C(NC(Cc1c[nH]c2ccccc12)c1nnc2n1CCCCC2)c1ccccc1 (stereo unspecified),0.15,4,15,-7,-31,2,11,1.2,-16
C=CCNC(=S)NNC(=O)c1ccc(OCCC)cc1,0.72,5,-4,-13,4,-5,0,1.3,14
CC1(c2ccccc2)NC(=O)N(CC(=O)NCCC2=CCCCC2)C1=O (stereo unspecified),-1,5,-23,-4,-6,8,-18,1.1,-29
COc1cccc(CNC(=O)CSCc2cnn(-c3ccccc3)c2-n2cccc2)c1OC,1.4,-4,0,-6,2,6,-9,1,-5

# Sorted by count of non-hydrogen atoms (high to low): some entries from above.
SMILES,DAT uptake mod,Candida biofilm,PTPN22 inh 2,Smad3 FoxH1 inh,TNFa cytotox,VCAM1 TNFa inh,cytoskel mod,MT1-MMP txn act,HUVEC tox IL1B
O=C(CSc1nnc(COc2cccc3ccccc23)o1)N1CCN(C(=O)c2ccco2)CC1,0.75,/,0,/,-3,-6,1,1,-2
COc1cccc(C(=O)N(c2ccc(OC)cc2OC)C2C=CS(=O)(=O)C2)c1 (stereo unspecified),-1.2,0,3,-6,-52,-58,7,1.2,-32
CCOc1ccc(-c2nc(N)ncc2Oc2cccc(OC)c2)c(O)c1,0.39,5,-14,4,-21,6,16,1.1,-31
c1cnn(-c2cc(N3CCOCC3)ncn2)c1,-2,/,-1,/,-25,11,-18,1,7

# The list goes on:
SMILES,DAT uptake mod,Candida biofilm,PTPN22 inh 2,Smad3 FoxH1 inh,TNFa cytotox,VCAM1 TNFa inh,cytoskel mod,MT1-MMP txn act,HUVEC tox IL1B
CC(OC(=O)CCc1nc2ccccc2c(=O)[nH]1)C(=O)NCc1ccc2c(c1)OCO2 (stereo unspecified),/,1,-5,2,/,/,/,1.1,-4
C=CCn1c(-c2ccoc2C)n[nH]c1=S,-0.88,/,-9,/,-16,6,8,/,12
CCc1ccc(NC(=O)CSc2nnc(Cc3cccn3C)n2-c2ccc(F)cc2)cc1,0.031,9,/,7,/,/,/,1,/
COCCCNC(=O)CCCC(=O)NCCCOC,-1.1,8,7,-3,-11,10,-5,1,-10
CS/C(=C\[N+](=O)[O-])Nc1ccccc1,-1.5,8,2,-15,-17,11,1,/,7
COc1ccc(Cl)cc1S(=O)(=O)N1CCCC(C(=O)NCC(N)=O)C1 (stereo unspecified),0.2,/,-3,/,-7,-3,-27,1.1,-1
CC(=O)Nc1c(S(=O)(=O)c2ccccc2)c2nc3ccccc3nc2n1Cc1ccccc1,-0.41,/,9,/,-17,2,12,/,1
O=C(O)CCc1nn2c3ccccc3nc2n(CCN2CCCCC2)c1=O,-0.7,-2,-11,10[fluorescence artefact?],-39,14,/,1.1,-42
O=C(CSc1ccc2nnc(-c3ccccc3)n2n1)N1CCN(c2ccccc2)CC1,/,-6,-5,-1,-9,8,-5,1.1,-66
Cc1sc(NC(=O)c2ccco2)c(C(c2ccncc2)N2CCOCC2)c1C (stereo unspecified),0.94,2,2,2,-1,-5,11,1,-27
O=C(O)C1CC=CCC1C(=O)NCCc1ccccc1 (stereo unspecified),0.72,10,-15,-5,-36,12,-3,/,-52
COc1cccc(CC(=O)Nn2c(C)nc3ccccc3c2=O)c1,0.63,2,0,-13,-15,20,-3,1.2,-45
COCCNS(=O)(=O)c1ccc(SC)cc1,-0.9,8,2,15[fluorescence artefact?],-1,13,-23,1.1,-8
CC1Cc2ccccc2N1C(=O)c1ccc2snnc2c1 (stereo unspecified),0.45,10,-8,8,24,4,-37,1,34
COc1ccc(NC(=O)c2oc3ccccc3c2NC(=O)C2CC2)cc1,-0.6,/,-3,/,-8,-10,/,0.9,-26
O=C(NCc1ccco1)C(c1ccccc1)N(CC1CCCO1)C(=O)Cn1nnc2ccccc21 (stereo unspecified),1,8,10,-3,/,/,/,1.1,/
CCC(C)[C@H](NC(=O)NC1CCCc2ccccc21)C(=O)O (stereo partly specified),0.79,/,2,-8,-4,2,5,1,-4
CC(NC(=O)c1cccc(N2CCCC2=O)c1)c1ccc2c(c1)OCCO2 (stereo unspecified),1.1,1,1,5,4,12,8,1,-6
CCC(=O)O[C@]1(C(=O)CCl)[C@@H](C)C[C@H]2[C@@H]3CCC4=CC(=O)C=C[C@]4(C)[C@@]3(F)[C@@H](O)C[C@@]21C,0.6,-2,/,-3,/,/,/,1.4,/
Cc1nnc(NC(=O)c2ccc3ccccc3c2)o1,-0.052,4,-6,2[fluorescence artefact?],-35,0,16,1.2,15
COc1cc2[nH]c(=O)n(CCCCCC(=O)NCCCN3CCC(C)CC3)c(=O)c2cc1OC,-1,0,11,-1,-5,-2,-15,1.1,-4
CCOC(=O)CCCNC(=O)COC(=O)c1cc(C)cc(C)c1,0.25,5,-4,1,-12,-9,-2,1,-15
O=C(CSc1nc(O)cc(=O)[nH]1)Nc1ccc2c(c1)CCC2,-1.2,4,2,7,-26,-3,4,1,16
COC(=O)Nc1c(C)n(C)n(-c2ccccc2)c1=O,0.35,9,14,1,-18,-1,-2,1,-48
C=Cc1cccc(NC(=O)COc2ccccc2)c1,-0.25,8,-4,2,6,1,19,1.3,4

# Screening data as filed in PubChem.

# These rows are one share of the data; count on the stated rates, not on these rows.
